ERp5 inh – inhibitors of human ERp5; Q15084; AID 651711; ERp5 insulin aggregation, absorbance 650 nm, 90 min; inhibition, % at 9.99 µM; 0.05% of 350,000 active;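 active = mean replicate inhibition above about 25%, with every replicate also reaching it, limit read from the data, passing the limit was not always enough; inconclusive = only one of those two criteria met; inactive = neither criterion met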
Target sequence (Q15084 whole entry, looked up): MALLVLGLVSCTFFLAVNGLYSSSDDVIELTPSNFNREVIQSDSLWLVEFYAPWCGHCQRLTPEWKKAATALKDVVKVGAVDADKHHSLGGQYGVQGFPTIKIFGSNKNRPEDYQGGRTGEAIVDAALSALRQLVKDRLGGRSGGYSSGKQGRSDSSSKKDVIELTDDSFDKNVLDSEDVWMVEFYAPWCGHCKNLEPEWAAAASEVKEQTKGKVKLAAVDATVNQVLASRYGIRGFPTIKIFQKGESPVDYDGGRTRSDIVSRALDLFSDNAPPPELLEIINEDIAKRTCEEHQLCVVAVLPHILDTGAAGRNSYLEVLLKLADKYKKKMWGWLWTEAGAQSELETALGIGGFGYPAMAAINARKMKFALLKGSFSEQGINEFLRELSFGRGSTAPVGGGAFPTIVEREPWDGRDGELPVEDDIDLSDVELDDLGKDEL
Statin myotox sup – suppression of simvastatin myotoxicity; C2C12 myotubes + simvastatin, ATP luminescence, 48 h; scaled: DMSO 0, geranylgeraniol control 100; rescue of ATP level, % at 7.49 µM; 0.78% of 330,000 active;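 active = mean ATP rescue above about 67%, or every replicate alone reaching that limit, limit read from the data, passing the limit was not always enough; inconclusive = no clear call, values can overlap the other calls; inactive = mean under the limit and some replicate under it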;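 also: myotubes were challenged with 10 µM simvastatin during compound exposure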
SIRT5 inh – blocks human SIRT5 desuccinylation of peptide | Q9NXA8 | Purified SirT5, succinyl-peptide AMC, trypsin-coupled fluorescence | inhibition, % at 15 µM | 1.1% of 330,000 active | AID 652115; in the data active = inhibition above about 15%; inconclusive = no clear call, values can overlap the other calls
Target sequence (Q9NXA8 whole entry, looked up): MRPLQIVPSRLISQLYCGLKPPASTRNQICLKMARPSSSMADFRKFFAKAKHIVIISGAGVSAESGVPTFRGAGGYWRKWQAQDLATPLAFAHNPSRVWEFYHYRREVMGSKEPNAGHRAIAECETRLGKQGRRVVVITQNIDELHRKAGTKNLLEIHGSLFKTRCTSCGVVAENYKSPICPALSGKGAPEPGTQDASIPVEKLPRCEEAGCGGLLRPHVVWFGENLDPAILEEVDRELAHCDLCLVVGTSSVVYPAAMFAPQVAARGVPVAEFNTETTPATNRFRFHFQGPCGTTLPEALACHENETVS
esBAF inh – SWI/SNF esBAF complex inhibition; reporter increase, % at 12.5 µM; mouse ES cells, Bmi1-luciferase knock-in reporter, 24 h; 100% = twice the neutral-well signal; 2% of 350,000 active; in the data active = activation above about 40%; inconclusive = no clear call, values can overlap the other calls;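 also: 0% = median of the plate's neutral control wells and 100% = double that signal; a rise in the Bmi1 reporter signal indicates esBAF inhibition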
ARNT TACC3 PPI – disrupts binding between human ARNT and TACC3. AlphaScreen His-ARNT PAS-B/GST-TACC3 binding, luminescence; TACC3 fragment carries E629A point mutation. inhibition, % at 9.99 µM. 0.66% of 390,000 active. AID 623870;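 active = mean inhibition of replicates at least 50% and at least half of replicates each reaching 50%; inconclusive = half or more replicates reach 50% but mean below 50%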;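 also: 0% = complete ARNT plus TACC3 wells and 100% = ARNT alone without TACC3; many hits fall short of the cut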
Cneo AK release – Cryptococcus neoformans lysis via adenylate kinase release; C. neoformans lysis, adenylate kinase release luminescence, 4 h; normalised: neutral wells 0, clomiphene wells 100; lysis activity, % at 15 µM; 0.2% of 360,000 active; AID 651654;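 active = mean lysis activity across replicates of at least 80%, whatever share of replicates individually reach that level; inactive = mean lysis activity below 80%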
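Schedule: static 4 h at 37 °C with compound, 1 h detection; system: C. neoformans cells; benchmarks: Clomiphene as positive control; buffer or medium: fresh YPD medium; measure: luminescence rise reflecting yeast cell lysis; measured by: luminescent adenylate kinase detection reagent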
miR122 inh – inhibitors of miR-122 in Huh7 cells; activation (reporter increase), % at 12.5 µM; Huh7 miR-122 Renilla luciferase sensor, 48 h; neutral wells = 0, positive control = 100; 0.3% of 340,000 active; AID 602342;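 active = mean replicate activation score at least 90 and every replicate individually at or above 90; inconclusive = only one of the two criteria met; inactive = neither criterion met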;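 also: higher luciferase means less miR-122 activity so hits act as miR-122 inhibitors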
Starred values were filed as active, the others as inactive; ? = inconclusive; . = not tested or not shown; & = joins results of further samples; [ ] = remark or other dose.

SMILES	ERp5 inh	Statin myotox sup	SIRT5 inh	esBAF inh	ARNT TACC3 PPI	Cneo AK release	miR122 inh
O=C(C1=C[C@@H](c2ccccc2)C[C@@H](OCCCCO)O1)N1CCN(Cc2ccc3c(c2)OCO3)CC1	0&2	-6	-1&0	1	-11	6&5	-3
O=C(NCc1cccs1)C1CCN(S(=O)(=O)c2cccs2)CC1	.	-5	.	9	-7	15	-6
C[C@@H]1CN([C@@H](C)CO)C(=O)c2cccc(NS(C)(=O)=O)c2O[C@@H]1CN(C)Cc1ccc(Cl)c(Cl)c1	4	1	-5	0	8	5	-4[16.7 µM]
O=C(O)CSc1nnc(CSc2nc3ccccc3s2)n1-c1ccccc1	5	3	-1	3	-6	0	1
COc1cc(C(=O)N2CCN(c3ccccc3)CC2)c([N+](=O)[O-])cc1OC	0	-4	1	-3	-4	-2	.
O=C(Nc1ccc(F)c(Cl)c1)c1csc([C@@H]2O[C@H](CO)[C@H](O)[C@H](O)[C@H]2O)n1	-6	6	-6	-5	.	0	0
CO[C@@H]1CN(C)C(=O)c2ccc(NC(=O)Nc3ccccc3)cc2OC[C@@H](C)N(C(=O)CC2CC2)C[C@H]1C	-19	-16	5	4	-3	0	22[16.7 µM]
CC(C)(C)c1ccc(S(=O)(=O)N2CCCC2C(=O)N2CCOCC2)cc1 (configuration not stated)	5	.	0	.	-8	.	-1
Cc1cc(NC(=O)COC(=O)[C@H](Cc2c[nH]c3ccccc23)NC(=O)c2ccc(F)cc2)no1	.	6	.	33	1	2	4
CCCN(CC(=O)Nc1ccccc1C)C(=O)CCNC(=O)c1ccccc1Cl	6	.	-2	.	-18	.	.
Cc1cn(S(=O)(=O)c2ccccc2[N+](=O)[O-])cn1	9	.	-6	.	-2	.	.
CCC1C=C(c2ccccc2)C=CN=C1N(CC)CC (configuration not stated)	-4	.	0	.	14	5	0
COC(=O)c1ccc(CSc2nnc(SCc3ccc(C(=O)OC)o3)s2)o1	.	37	.	-2	1	-2	-1
c1ccc(NN=C(c2ccccc2)c2cccs2)cc1	4	.	-1	.	.	-2	.
CC(C)NC(=O)Nc1ccc2c(c1)C(=O)N([C@H](C)CO)C[C@H](C)[C@@H](CN(C)CC1CC1)OCCCC[C@@H](C)O2	2	0	0	-11	-3	2	7[16.7 µM]
CCCCc1ccc(NC(=O)N[C@H](C(=O)O)C(C)C)cc1	.	13	.	-1	-8	0	-15
O=c1c(-c2ccccc2)nc(-c2ccccc2)cn1O	.	-26	.	54*	3	-2	-5
CC(=O)c1ccc(NC(=S)N2CCC(O)CC2)cc1	.	.	.	.	-1	-4	1
C[C@@H]1CN([C@@H](C)CO)C(=O)c2cc(NC(=O)Cc3cn(C)c4ccccc34)ccc2O[C@H]1CN(C)C(=O)Nc1ccc(C(F)(F)F)cc1	0	.	8	0	-3	1	-2[16.7 µM]
CC(=O)c1cnc2c(-c3ccccc3)c(-c3ccccc3)nn2c1C	0	-9	-1	-2	-2	0	-2
COc1cc(CN2CCNC(=O)C2CC(=O)N(C)CCN2CCOCC2)cc(OC)c1 (configuration not stated)	4	7	1	1	-6	6	-1
CC(C)(CCC(=S)N1CCOCC1)c1ccccc1	1	-6	.	2	-4	-1	-4
CCCn1cnc2c(SCCc3ccccc3)nc(N)nc21	0	-2	0	61*	-4	-1	-7
CC(C(=O)N(C)C)N1c2cccc3cccc(c23)S1(=O)=O (configuration not stated)	-1	9	-5	-6	-21	1	1

Sorted by value in ERp5 inh (ascending): five of the compounds above.
Compound | ERp5 inh | SIRT5 inh | esBAF inh | ARNT TACC3 PPI | miR122 inh
CC(C(=O)N(C)C)N1c2cccc3cccc(c23)S1(=O)=O (configuration not stated) | -1 | -5 | -6 | -21 | 1
CC(=O)c1cnc2c(-c3ccccc3)c(-c3ccccc3)nn2c1C | 0 | -1 | -2 | -2 | -2
CC(C)(CCC(=S)N1CCOCC1)c1ccccc1 | 1 | . | 2 | -4 | -4
CC(C)NC(=O)Nc1ccc2c(c1)C(=O)N([C@H](C)CO)C[C@H](C)[C@@H](CN(C)CC1CC1)OCCCC[C@@H](C)O2 | 2 | 0 | -11 | -3 | 7[16.7 µM]
COc1cc(CN2CCNC(=O)C2CC(=O)N(C)CCN2CCOCC2)cc(OC)c1 (configuration not stated) | 4 | 1 | 1 | -6 | -1

Continuation.
SMILES	ERp5 inh	Statin myotox sup	SIRT5 inh	esBAF inh	ARNT TACC3 PPI	Cneo AK release	miR122 inh
C/C(Cl)=C\Cn1c(O)c(N=NC(N)=S)c2ccccc21	-2	.	2	.	-2	.	.
Cc1cc[n+](C(C)C(=O)c2ccc(Cl)cc2)cc1 (configuration not stated)	-10	-12	2	-10	56*	0	0
COc1cc(-c2nnc(-c3cccs3)o2)cc(OC)c1OC	.	.	.	6	-6	0	-4
Cn1cc(CNCc2ccc(-n3cccn3)cc2)c(-c2ccccc2F)n1	4	.	-3	.	-3	.	.
CCCCn1c(N)c(N(CCC(C)C)C(=O)c2ccc(-c3ccc([N+](=O)[O-])cc3)o2)c(=O)[nH]c1=O	24	-21	-3	3	-2	2	.
CCN(C(=O)CSc1nnc(C)n1-c1ccc(C)cc1)c1c(N)n(Cc2ccccc2)c(=O)[nH]c1=O	-2	1	-9	-2	.	-2	.
CN1C(C(=O)Nc2ccccn2)=C(O)c2ccccc2S1(=O)=O	2	3	-1	-4	11	-1	-4
CN(C)Cc1cn(CC[C@@H]2CC[C@H](NC(=O)Cc3cccnc3)[C@@H](CO)O2)nn1	-2	-5	2	1	.	-3	.
CCCCCCc1nc(C(N)=O)c2[nH]c(=O)n(-c3ccccc3F)c2n1	.	9	.	-4	18	-3	4
C[C@@H]1CN([C@@H](C)CO)C(=O)Cc2cc(NC(=O)C3CCCCC3)ccc2O[C@@H]1CN(C)S(=O)(=O)c1ccc(Cl)cc1	-7	-2	8	8	-8	-4	-11[16.7 µM]
COc1ccc(Cl)cc1-c1noc([C@@H]2O[C@H](CO)[C@H](O)[C@H](O)[C@H]2O)n1	-4	-1	-1	0	.	-1	3
C[C@@H]1CN([C@H](C)CO)C(=O)c2cc(NC(=O)NC3CCCCC3)ccc2O[C@@H]1CN(C)S(=O)(=O)c1ccc(Cl)cc1	-5	-12	3	0	5	0	74[16.7 µM]
COC(=O)c1ccc2nc(-c3cccc(Br)c3)c(Cc3ccsc3)n2c1	0	-19	-2	17	.	0	5
N#Cc1ccccc1NC(=O)C(=O)NCC1CCCN1S(=O)(=O)c1cccs1 (configuration not stated)	3	.	0	.	1	.	.
C[C@@H]1CN([C@H](C)CO)C(=O)c2ccccc2-c2ccccc2CO[C@H]1CN(C)C(=O)CCC(F)(F)F	-5	.	.	0	-2	0	.
Cc1ccc(S(=O)(=O)N(C)C[C@H]2OCCCC[C@H](C)Oc3ccc(NC(=O)Nc4cccc5ccccc45)cc3C(=O)N([C@@H](C)CO)C[C@H]2C)cc1	9&3	-4	-1&2	1&-1	14	-1&1	-1
CCOC(=O)N1CCC(N2Cc3cccc(C(=O)Nc4ccc(S(=O)(=O)N(CC)CC)cc4)c3C2=O)CC1	.	-76	-1	-1	-7	8	1
CCOc1ccc(N(CC(=O)N/N=C/c2ccccn2)S(=O)(=O)c2ccc(Cl)cc2)cc1	8	14	-2	-14	-2	7	1
C[C@H]1CN([C@@H](C)CO)S(=O)(=O)c2ccc(C#CC3CCCC3)cc2O[C@H]1CN(C)Cc1cncnc1	.	-3	.	1	.	.	-14[16.7 µM]
O=C(OCC1CCNCC1)c1ccc(F)cc1	-3	2	-4	9	-4	-1	-9
Cc1ccc(S(=O)(=O)N2CCC3CC2c2cc(Cl)ccc23)cc1 (configuration not stated)	-4	-15	-2	-4	-3	-1	5
COc1ccc(N(CC(=O)N2CCN(c3ccccc3F)CC2)S(=O)(=O)c2ccc(C)cc2)cc1	4	.	-2	.	-3	1	0
Cc1nc2ncnn2c(C)c1CCC(=O)NCCCN1CCN(c2cccc(Cl)c2)CC1	.	2	.	3	-5	0	-19
CCc1cccc(CC)c1N(COC)C(=O)Cn1c(C(C)O)nc2ccccc21 (configuration not stated)	.	10	.	-5	-3	.	-1

4 entries from above, with each value named:
Cc1cc[n+](C(C)C(=O)c2ccc(Cl)cc2)cc1 (configuration not stated)
  ERp5 inh: -10
  Statin myotox sup: -12
  SIRT5 inh: 2
  esBAF inh: -10
  ARNT TACC3 PPI: 56*
  Cneo AK release: 0
  miR122 inh: 0
COc1cc(-c2nnc(-c3cccs3)o2)cc(OC)c1OC
  ERp5 inh: .
  Statin myotox sup: .
  SIRT5 inh: .
  esBAF inh: 6
  ARNT TACC3 PPI: -6
  Cneo AK release: 0
  miR122 inh: -4
Cn1cc(CNCc2ccc(-n3cccn3)cc2)c(-c2ccccc2F)n1
  ERp5 inh: 4
  Statin myotox sup: .
  SIRT5 inh: -3
  esBAF inh: .
  ARNT TACC3 PPI: -3
  Cneo AK release: .
  miR122 inh: .
CCCCn1c(N)c(N(CCC(C)C)C(=O)c2ccc(-c3ccc([N+](=O)[O-])cc3)o2)c(=O)[nH]c1=O
  ERp5 inh: 24
  Statin myotox sup: -21
  SIRT5 inh: -3
  esBAF inh: 3
  ARNT TACC3 PPI: -2
  Cneo AK release: 2
  miR122 inh: .

Following part
SMILES	ERp5 inh	Statin myotox sup	SIRT5 inh	esBAF inh	ARNT TACC3 PPI	Cneo AK release	miR122 inh
C[C@@H]1CN([C@@H](C)CO)C(=O)c2cccc(NS(=O)(=O)c3ccc(F)cc3)c2O[C@H]1CN(C)CC1CC1	0	26	-3	2	-1	-5	0[16.7 µM]
C[C@H](NC(=O)C[C@H]1C[C@H]2c3cc(NC(=O)c4cccnc4)ccc3O[C@H]2[C@@H](CO)O1)c1ccccc1	-8	1	3	4	-1	-2	2[16.7 µM]
COc1ccc(/C=N/Nc2cc(C)nc(N3CCOCC3)n2)c(OC)c1	-1	.	-1	.	-1	3	-2
Cc1cc(C2=NNC(=Nc3ccccc3)SC2)c(C)n1C	0	.	1	.	-6	.	.
Nc1nc2ccccc2n1C(=O)c1cccs1	-2	3	-1	38	-16	-1	6
Cc1cccc(N2CCN(Cc3ccoc3)CC2)c1C	0	9	-3	8	1	.	-1
O=c1cc(CN2CCN(S(=O)(=O)c3ccccc3)CC2)nc2sccn12	5	.	1	.	3	.	.
FC(F)(F)c1cc(-c2ccccc2)nc2ncnn12	-7	24	-10	-8	0	-6	-10
CO[C@@H]1CN(C)C(=O)c2ccc(NC(=O)Nc3c(C)noc3C)cc2OC[C@@H](C)N(C)C[C@H]1C	-3	-2	2	3	11	48	-13[16.7 µM]
Cc1cc(C)nc(SCc2cn3c(C)cc(C)nc3n2)n1	3	2	-15	1	-40	-1	0
FC(F)Oc1ccccc1NC(=S)Nc1cccc(Cl)c1Cl	.	2	.	3	-2	.	-10
O=C(C[C@@H]1C=C[C@H](NC(=O)C2CCC2)[C@@H](CO)O1)NCc1ccccc1Cl	-7	-6	-3	1	.	-4	.
Cc1ccc(NS(=O)(=O)c2ccc(OCC(=O)NCc3cccnc3)cc2)cc1	-3	.	-6	.	-13	-3	37
Cc1ccc(CNC(=O)C2CC(c3cc(C(F)(F)F)cc(C(F)(F)F)c3)=NO2)o1 (configuration not stated)	0	-23	.	-15	1	0	7
CC(Oc1ccc(Cl)cc1Cl)C(=O)Nc1cccnc1 (configuration not stated)	.	1	.	0	.	1	2
Cc1c(N=C2NN=C(c3c[nH]c4ccccc34)CS2)c(=O)n(-c2ccccc2)n1C	5	.	-2	.	.	0	-1
C[C@@H]1CCCCO[C@H](CN(C)Cc2ccc3c(c2)OCO3)[C@H](C)CN([C@H](C)CO)C(=O)c2cc(NC(=O)c3ccncc3)ccc2O1	-1	.	1	-8	.	0	11[16.7 µM]
CCSc1nc2n(n1)C(c1cccc(F)c1)C1=C(CCCC1=O)N2 (configuration not stated)	.	.	.	.	-17	-1	-3
CN1C(=O)C2(Oc3ccccc3C3CC(c4ccccc4)=NN32)c2ccccc21 (configuration not stated)	.	?	.	95*	-3	-4	9
CCN(CC)S(=O)(=O)c1cc(NC(=O)CSc2nc3c(cc2C#N)C(=O)CC(C)(C)C3)ccc1C	.	.	.	.	-1	0	-18

Source: PubChem BioAssay
